# From PubChem
# Arrestin-AP2 inh: human beta-arrestin and AP2 interaction inhibition | inhibition, % at 10 µM | 0.31% of 340,000 active | FITC-arrestin peptide / GST-AP2 beads, flow cytometry; AP2 beta2 appendage carries R879A mutation;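 active means inhibition above a set limit, near 3 SD of compounds lacking own fluorescence, cut at about 54% in these data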;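 further: plate controls were DMSO wells for no effect and 5 µM unlabelled arrestin peptide for full effect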
#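 Test system: GST-tagged AP2 beta2-adaptin appendage (R879A) on 4 µm glutathione beads; also added: fluorescein-tagged arrestin peptide at 50 nM final; timing: 12 min plus 1 h, RT; signal: flow cytometry, FL1 (488/535 nm); read-out: percent drop in bead-associated FITC signal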
# SR-BI DiI inh: mouse SR-BI HDL lipid transfer inhibition; ldlA[mSR-BI] CHO cells, DiI-HDL uptake fluorescence, 3 h; inhibition, % at 12.5 µM; AID 488896; Q61009; 0.96% of 320,000 active;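 active means mean replicate inhibition of at least 70% and a set share of replicates each scoring 70 or more; inconclusive means meets just one of the two criteria; inactive means fails both criteria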;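 further: 0% = median of neutral control wells and 100% = median of positive control wells; values of inactives mirror those of a sister screen read the other way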
# RTF Ca sens inh: cardiac RTF calcium desensitization; AID 493244; IANBD-labeled cardiac RTF, Ca2+ fluorescence; P19429+P45379; inhibition, % at 7.15 µM; 0.12% of 340,000 active;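 active means inhibition above the mean inhibition of all tested compounds plus 3 SD, cut at about 17% in these data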;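 further: assay run at fixed EC70 calcium of 1.6 mM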
# PKA-R2B activ: activates the human PKA-R2B holoenzyme complex. P22694+P31323. PKA-R2B holoenzyme dissociation, Cy5-IP20 fluorescence polarization; R2B truncated from residue 108, S112A mutant; 0% DMSO only, 100% 113 µM cGMP. activation, % at 11.4 µM. 0.079% of 340,000 active. AID 504700;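 active means activation above a cutoff set at the mean over all compounds plus 3 SD, cut at about 18% in these data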;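 further: higher means more holoenzyme dissociation and a rise in polarization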
# Target sequence (P31323 whole entry, looked up, other chains not shown, the tested form may be a part): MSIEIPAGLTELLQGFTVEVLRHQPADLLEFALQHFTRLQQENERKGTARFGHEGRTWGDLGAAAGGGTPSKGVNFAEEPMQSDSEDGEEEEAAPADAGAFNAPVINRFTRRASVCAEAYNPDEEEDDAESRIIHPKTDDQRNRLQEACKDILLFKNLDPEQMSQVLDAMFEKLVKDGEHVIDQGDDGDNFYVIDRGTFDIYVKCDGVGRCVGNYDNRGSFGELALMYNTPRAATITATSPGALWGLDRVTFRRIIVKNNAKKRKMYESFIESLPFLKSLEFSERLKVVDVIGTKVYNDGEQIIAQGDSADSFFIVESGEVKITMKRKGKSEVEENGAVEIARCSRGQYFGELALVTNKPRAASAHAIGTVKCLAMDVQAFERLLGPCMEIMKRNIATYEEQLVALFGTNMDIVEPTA
# PvdQ acylase: blocks Pseudomonas aeruginosa PvdQ acylase activity; purified PvdQ acylase, fluorescence plate reader; inhibition, % at 10 µM; 0.063% of 340,000 active; in the data active means inhibition above about 30%, passing the limit was not always enough; inconclusive means no clear call, values can overlap the other calls;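 further: 0% = vehicle neutral wells and 100% = reference inhibitor wells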
# Keap1-Nrf2 PPI: Keap1-Nrf2 (human) interaction inhibition | Q14145 | AID 504523 | inhibition, % at 9.4 µM | Keap1 Kelch-Nrf2 peptide fluorescence polarization, 1536-well | 0.15% of 340,000 active; in the data active means inhibition above about 12%; inconclusive means no clear call, values can overlap the other calls; inactive means below about 7.3%;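 further: human Keap1 Kelch domain with fluorescein labeled Nrf2 9mer peptide probe; 0% = neutral control wells and 100% = peptide positive control; higher means more block of Keap1 binding to Nrf2 peptide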
# NSD2 inh: inhibitors of human histone methyltransferase NSD2. O96028. inhibition, % at 12.5 µM. AID 743445. NSD2 peptide methylation, AlphaScreen, 120 min. 0.54% of 310,000 active; in the data active means inhibition above about 50%
# C-LANA FP: KSHV C-LANA DNA binding inhibition; MBP-C-LANA/FAM-LBS DNA binding, fluorescence polarization; inhibition, % at 9 µM; 0.078% of 340,000 active;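 active means highest replicate inhibition at or above 60% at 9 µM, even if other replicates fall short; inactive means all replicates below 60% inhibition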;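 further: 0% = neutral control wells and 100% = 4 µM acridine orange control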
# SR-BI uptake up: SR-BI HDL lipid transfer activation; activation, % at 12.5 µM; 0.096% of 320,000 active; CHO ldlA[mSR-BI] cells, DiI-HDL uptake fluorescence, 3 h; 100 = double the neutral-control signal;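 active means mean replicate activation of at least 60% and every replicate at or above 60%; inconclusive means mean or all-replicate condition met, but not both; inactive means mean below 60% and not all replicates reaching 60%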;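 further: 0% = median plate neutral-control signal and 100% = twice that signal; values of inactives mirror those of a sister screen read the other way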
#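 Test system: SR-BI-overexpressing, LDLR-lacking CHO cells. Measured by: DiI fluorescence, bottom read. Medium: Ham's F12 with 0.5% BSA, HEPES 25 mM, pH 7.4. Timing: 3 h uptake period with compound, 37 °C.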
# DAGLB inhibitor: blocks human DAGLB lipase activity; 0.059% of 340,000 active; inhibition, % at 5.17 µM; AID 504411; Q8NCG7; HEK293T DAGLB membrane lysate, EnzChek fluorogenic substrate; in the data active means inhibition above about 34%;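 further: 0% = enzyme with vehicle and 100% = wells lacking enzyme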
# Target sequence (Q8NCG7 whole entry, looked up): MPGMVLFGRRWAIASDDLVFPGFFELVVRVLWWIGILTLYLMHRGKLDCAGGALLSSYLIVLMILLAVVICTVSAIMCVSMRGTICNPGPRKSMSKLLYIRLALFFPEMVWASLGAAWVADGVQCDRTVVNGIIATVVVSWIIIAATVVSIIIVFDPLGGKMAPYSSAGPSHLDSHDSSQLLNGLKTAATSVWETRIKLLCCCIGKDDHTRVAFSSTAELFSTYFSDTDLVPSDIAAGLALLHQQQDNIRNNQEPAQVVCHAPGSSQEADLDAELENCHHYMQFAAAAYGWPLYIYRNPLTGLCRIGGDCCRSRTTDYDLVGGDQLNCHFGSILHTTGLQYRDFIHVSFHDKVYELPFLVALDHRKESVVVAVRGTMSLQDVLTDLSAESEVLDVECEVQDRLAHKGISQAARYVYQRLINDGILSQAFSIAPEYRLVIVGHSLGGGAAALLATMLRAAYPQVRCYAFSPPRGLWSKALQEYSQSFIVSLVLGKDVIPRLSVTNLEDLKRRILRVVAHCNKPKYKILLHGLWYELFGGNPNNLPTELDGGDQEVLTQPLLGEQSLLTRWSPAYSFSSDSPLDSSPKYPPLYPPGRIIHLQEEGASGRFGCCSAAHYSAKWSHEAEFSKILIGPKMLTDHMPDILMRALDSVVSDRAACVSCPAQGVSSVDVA
# * hit, by the source's call; ? = inconclusive; nt = not tested or not shown.
# Fields – Arrestin-AP2 inh	SR-BI DiI inh	RTF Ca sens inh	PKA-R2B activ	PvdQ acylase	Keap1-Nrf2 PPI	NSD2 inh	C-LANA FP	SR-BI uptake up	DAGLB inhibitor
- Cc1nc(N)c(CC(Br)CBr)c(Cl)n1 (centres undefined)
    -7	nt	1	0	-13	2	-1	-0.2	nt	-1
- COc1ccc(-c2c(NCCc3ccccc3)c(=O)c2=O)cc1
    51	28	-8	5	7	1	1	-0.2	-28	-2
- C=CCc1ccc(OCC(O)CN2CCC(Cc3ccccc3)CC2)c(OC)c1 (centres undefined)
    0	3	-6	1	-20	-4	12	-1.5	-3	2
- COc1cc(C(=O)NC(c2ccccc2)c2ccccc2)cc(Cl)c1OC
    -8	26	2	-3	-5	-5	-4	-0.4	-26	-8
- O=C(CN1CC(=O)Oc2ccccc21)OCC(=O)c1cccc(Br)c1
    58*	-7	-1	-9	-8	-7	nt	3.6	7	0
- c1cncc(-c2nn3c(Cn4nnc5ccccc54)nnc3s2)c1
    -1	9	-6	-6	5	10	0	0.9	-9	0
- Cc1ccc(F)cc1NS(=O)(=O)c1ccc(Cl)s1
    20	-13	-4	-8	11	0	-1	1.0	13	-1
- CCn1ccnc1CNC(=O)C1CCC(=O)N(Cc2ccccc2F)C1 (centres undefined)
    54*	-25	-4	-5	2	-2	-2	-0.6	25	-2
- CCN(CC)C(=O)C1CCCN(Cc2ccccc2F)C1 (centres undefined)
    2	-24	-5	4	-9	-4	0	-0.3	24	0
- CCc1cc(C(=O)N=Nc2c(O)[nH]c3c(Br)cc(Br)cc23)c2ccccc2n1
    39	58	1	-4	6	0	12	-1.5	-58	12
- O=C(Nc1ccc(S(=O)(=O)N2CCCC2)cc1Cl)C1=COCCO1
    -14	-1	-2	-6	-12	1	2	-0.5	1	0
- C/C=C/C=C\C(=O)Nc1cccc(C2=NOC3(C2)C[C@H](C(N)=O)N(C(=O)/C=C/C)C3)c1 (some centres undefined)
    6	36	-2	0	-8	-11	nt	0.3	-36	3
- CCCc1c(O)nc(SC2CC(=O)N(c3ccc(OC)cc3)C2=O)[nH]c1=O (centres undefined)
    -11	-17	17*	-2	-2	-4	-3	-5.3	17	2
- CCCn1c(=O)c2c(nc3n2CC(C)CN3Cc2ccccc2)n(C)c1=O (centres undefined)
    -3	-9	-2	4	-13	-1	6	-2.8	9	2
- Cc1ccc(NC(=O)CN2CCC(C(N)=O)CC2)cc1[N+](=O)[O-]
    7	0	-13	-5	-11	-3	0	-1.1	0	3
- N#C/C(=C(/O)c1ccco1)c1nc2ccccc2[nH]1
    8	4	-3	-7	1	-1	-1	-1.5	-4	-1
- COc1ccccc1C(=O)NCCC(=O)NCc1ccccn1
    6	-31	2	-5	-11	-5	1	-1.3	31	0
- CCCCOC(=O)Cn1c(=O)c2c(nc(Br)n2Cc2ccccc2)n(C)c1=O
    -8	23	-1	-6	-13	1	-15	-1.3	-23	-7
- Cc1cccc(C)c1NC(=O)CSc1n[nH]c(=O)n1C1CC1
    1	-14	-12	6	-7	3	4	-0.2	14	1
- CCCCc1nc(C(N)=O)c2[nH]c(=O)n(-c3ccccc3F)c2n1
    -7	0	-2	6	-14	0	-2	-0.2	0	0
- COc1cccc(NC(=O)CN2C(=O)CSc3ccc(S(=O)(=O)N4CCOCC4)cc32)c1
    4	-4	6	-2	5	0	-3	-1.2	4	1
- Cc1cc(NC(=O)CSc2nnc(CNC(=O)c3ccccc3)o2)no1
    -4	-6	1	-6	-2	-4	-3	0.3	6	1
- COC(=O)C1CCN(Cc2cc(=O)oc3cc(C)c(Cl)cc23)CC1
    -4	-12	-4	-11	2	0	-1	-1.0	12	-1
- CC(=O)COc1ccc2c(-c3cccc([N+](=O)[O-])c3)cc(=O)oc2c1
    15	20	3	-1	-8	-5	0	-1.0	-20	-1
- CCC(CC)c1nnc(NC(=O)Cc2ccccc2[N+](=O)[O-])s1
    9	-10	-2	4	-6	1	-3	-2.5	10	-1
- COc1ccc(C)cc1N(C(=O)COc1cccc(F)c1)c1nc2ccccc2s1
    -3	24	-6	-7	-1	4	-2	-0.7	-24	-6
- Cc1ccccc1NC(=S)N(CCCN1CCOCC1)Cc1ccccn1
    4	-19	5	-7	-12	-3	0	-0.1	19	1
- CC(C)CSc1nc(N2CCOCC2)c2c(c1C#N)CC(C)(C)SC2
    24	10	-7	1	8	-4	-2	0.3	-10	-13
- Cc1c(Cl)cccc1NC(=O)[C@@]1(CC(=O)O)CC(/C=C/c2ccccc2)=NO1
    15	-312	-6	-2	-7	-6	-1	1.4	?	3
- CCOC(=O)C1CCCN(CC(=O)Nc2nccs2)C1 (centres undefined)
    -15	-6	-9	-12	-17	-2	4	-1.4	6	1

# 2 entries from above, as labelled records.
Cc1c(Cl)cccc1NC(=O)[C@@]1(CC(=O)O)CC(/C=C/c2ccccc2)=NO1
  Arrestin-AP2 inh = 15	SR-BI DiI inh = -312	RTF Ca sens inh = -6	PKA-R2B activ = -2	PvdQ acylase = -7	Keap1-Nrf2 PPI = -6	NSD2 inh = -1	C-LANA FP = 1.4	SR-BI uptake up = ?	DAGLB inhibitor = 3

CCOC(=O)C1CCCN(CC(=O)Nc2nccs2)C1 (centres undefined)
  Arrestin-AP2 inh = -15	SR-BI DiI inh = -6	RTF Ca sens inh = -9	PKA-R2B activ = -12	PvdQ acylase = -17	Keap1-Nrf2 PPI = -2	NSD2 inh = 4	C-LANA FP = -1.4	SR-BI uptake up = 6	DAGLB inhibitor = 1

# Next records.
# Fields – Arrestin-AP2 inh	SR-BI DiI inh	RTF Ca sens inh	PKA-R2B activ	PvdQ acylase	Keap1-Nrf2 PPI	NSD2 inh	C-LANA FP	SR-BI uptake up	DAGLB inhibitor
- CCOC(=O)c1cnc(SC)nc1Nc1cccc(F)c1
    0	30	-7	0	-6	-2	-11	2.1	-30	-7
- Cc1cccc(NC(=O)c2cccc3c2C(=O)c2ccccc2-3)c1
    9	30	-12	-1	-2	-1	0	-0.3	-30	-6
- O=C(CSC1=Nc2ccccc2C2=NC(CC(=O)NC3CCCCC3)C(=O)N12)NCc1ccco1 (centres undefined)
    -3	-8	10	9	-8	-1	-1	2.7	8	2
- CCOC(=O)c1c(NC(=O)CSc2nnc(-c3ccccc3)n2CC)sc(C(C)=O)c1C
    7	45	3	-1	2	-1	nt	0.2	-45	-4
- COCCNC(=O)c1cc2sc3ccccc3c2s1
    7	8	0	-9	-6	-1	0	0.8	-8	-7
- CC(C)(C)c1ccc(NC(=O)N2CCN(c3ccc([N+](=O)[O-])cn3)CC2)cc1
    -6	64	2	-14	-10	3	1	0.2	-64	-2
- Nc1ccc(C(=O)N/N=C/c2ccc(N3CCOCC3)s2)cc1
    -6	-10	5	2	1	3	2	3.6	10	2
- CCN(CC)S(=O)(=O)c1cccc(NC(=O)/C=C/c2cccc([N+](=O)[O-])c2)c1
    31	54	-9	-4	-16	-5	0	-0.7	-54	-2
- C[C@@H]1COC(=O)[C@H](NC(=O)OCC2c3ccccc3-c3ccccc32)C/C=C\C[C@@H](CC(=O)N[C@H](CO)Cc2ccccc2)C(=O)N1
    2	81*	2	1	-1	-7	nt	2.6	-81	0
- CC1(C)NC(=O)N(CC(O)CN(c2ccccc2)S(=O)(=O)c2ccccc2)C1=O (centres undefined)
    1	-17	-12	-2	-1	2	-3	-0.5	17	3
- CO/N=C(\c1ccccc1)c1cccnc1
    29	-14	-4	4	-5	-1	-2	0.5	14	0
- Cn1cnnc1SCc1nc(N)nc(Nc2ccccc2)n1
    3	-9	10	0	4	-2	11	1.4	9	-2
- CC(=O)Nc1c2c(nn1-c1ccc(C)cc1)CSC2
    2	-17	-5	6	7	-9	0	1.9	17	-1
- Cc1nnc(NC2CCCCC2)[nH]c1=O
    0	-22	-12	2	-10	0	-1	-0.8	22	-1
- COc1cc2c(cc1OC)C(C1(O)CCCCC1)NCC2 (centres undefined)
    36	-8	-5	-9	-5	-4	-3	-0.5	8	-1
- CCc1ccc(C(C)NC(=O)c2ccncc2)cc1 (centres undefined)
    -11	-12	-5	12	-13	-1	-4	0.0	12	-3
- CC1(CCc2ccccc2)NC(=O)N(CC(=O)Nc2ccc(S(N)(=O)=O)cc2)C1=O (centres undefined)
    0	8	6	5	-11	-2	-1	1.5	-8	0
- COC(=O)C1=C(CSc2nc3c(cc2C#N)CN(C)CC3)OC(N)=C(C#N)C1c1ccccc1F (centres undefined)
    5	-16	-45	-8	14	6	nt	5.9	16	-2
- COc1ccc(-c2nn(-c3ccccc3)cc2/C=N/Nc2ccc(Cl)c(C(=O)O)c2)cc1OC
    9	16	4	-3	-9	3	nt	2.2	-16	3
- O=C(CNCc1ccccn1)Nc1cc(S(=O)(=O)N2CCCCC2)ccc1Cl
    -4	30	-3	3	-21	-6	16	-1.0	-30	2
- Cc1ccc(NC(=O)CN(C)C(=O)Cc2ccc(Cl)c(Cl)c2)cc1
    -1	nt	10	-4	-7	-5	6	-2.0	nt	-1
- CCOC(=O)CSc1nnc(-c2ccccc2OC)o1
    15	-8	3	5	-1	-2	12	0.3	8	-2
- O=C(Nc1c(Cl)cc(Cl)cc1C(=O)NCCN1CCOCC1)c1ccc(Cl)cc1Cl
    11	-7	-3	8	-1	-2	-1	0.7	7	-3
- Cc1ccccc1NS(=O)(=O)c1ccc2c3c(cccc13)C(=O)N2C
    -2	4	4	-7	-7	3	-5	-0.3	-4	1
- CCOc1ccc(C(=O)NC2CC3CCCC(C2)N3Cc2ccccc2)cc1 (centres undefined)
    -2	6	3	6	-7	0	1	1.1	-6	-1
- Cc1cc(NC(=O)CSc2nc3c(C)ccc(C)c3cc2C#N)no1
    13	-27	-15	-11	-15	-6	-1	2.3	27	0
- CC(NC(=O)COc1ccccc1)C1COc2ccccc2O1 (centres undefined)
    -1	0	-6	-8	-17	-3	4	0.7	nt	-2
- CCOC(=O)c1c(C)[nH]c2c1-c1ccccc1C(=O)C2=O
    -1	38	-2	-12	-7	1	83*	0.1	-38	3
- CCCC(=O)Nc1ccc2c(c1)nc(CN1CCN(C(=O)OCC)CC1)n2C
    6	-25	-12	2	4	-2	-2	-1.2	25	-1
- COc1ccc(-c2noc(CCC(=O)N3CCN(c4cccc(Cl)c4)CC3)n2)cc1
    28	8	-6	-8	9	1	nt	1.1	-8	-4
- Cc1cc(C)n2nc(CNS(=O)(=O)c3ccc(CC(C)C)cc3)nc2n1
    10	-26	-10	7	-8	-4	nt	-2.9	26	0
- Cc1c2cnccc2c(C)c2c1oc1ccccc12
    20	-11	-17	2	-15	-4	3	-1.5	11	-3
- O=C(COC(=O)c1ccco1)c1ccc(F)cc1
    6	2	-19	-9	-18	-3	-2	0.0	-2	0
- CCOCCn1c(CN2CCc3ccccc3C2)nc2c1c(=O)n(C)c(=O)n2C
    36	-10	-1	-1	8	2	1	0.5	10	-2
